MC4R ag barr = agonists of human melanocortin 4 receptor (MC4R) beta-arrestin; activation, % at 8.9 µM; P32245; U2OS MC4R beta-arrestin complementation, luminescence; percent of melanotan II response, DMSO zero; actives 0.98% (n = 360,000);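 active = activation above a per-plate cutoff, the mean activation of sample wells on that plate plus 3 SD, cut at about 8% in these data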
CaV13 FRET inh = Disruptors of the CACNA1D IQ motif to Ca2+-dependent inactivation inhibitor domain association, primary screening, Förster resonance energy transfer in intact living …. inhibition, % at 12.3 µM. HEK cells, CFP/YFP FRET ICDI-IQ, plate reader, 10 min; percent FRET-ratio fall versus neutral wells. actives 0.098% (n = 340,000);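 active = mean replicate inhibition of at least 30% and at least 1% of replicates passing that level; inconclusive = only one of the two criteria is met; inactive = neither criterion is met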;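 note: 0% = median of the neutral control wells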
MC4R antag cAMP = blocks human MC4R cAMP signaling; inhibition, % at 6.5 µM; MC4R-expressing cells, MTII-stimulated cAMP, LANCE TR-FRET; actives 0.48% (n = 360,000); P32245;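 active = inhibition above its plate's cutoff, the mean of tested wells on that plate plus 3 SD, cut at about 29% in these data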;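 note: 0% = Melanotan II alone and 100% = Melanotan II plus saturating MCL0020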
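system = U2OS cells with stable human MC4R expression | also added = Melanotan II challenge after compound preincubation | dosing = one concentration, 6.5 µM nominal | incubation = compound 30 min, challenge 1 h, detection 1 h | measured by = TR-FRET with Eu-cAMP and labeled anti-cAMP, 671 nm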
ABCB6 inh 2 = inhibitors of human ABC transporter ABCB6 | fluorescence ratio to DMSO, % at 10 µM | AID 602162 | actives 0.19% (n = 360,000) | Q9NP58 | K562-ABCB6 porphyrin accumulation, flow cytometry, 1 h; active compounds read low;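 active = fluorescence ratio to DMSO below 75%, the collection mean minus 3 SD; inconclusive = too few cells collected in the well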;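 note: signal is porphyrin accumulated inside mitochondria; 100% equals median channel fluorescence of DMSO control wells; lower ratio means ABCB6 inhibition with less porphyrin fluorescence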
HTR2A ag = mouse HTR2A agonism via beta-arrestin recruitment; P35363; CHO-K1 mHTR2A beta-arrestin complementation, luminescence; percent of 30 µM serotonin response; activation, % at 7.6 µM; actives 0.66% (n = 360,000);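 active = activation above a run cutoff, the mean activation of all tested compounds plus 3 SD, cut at about 14% in these data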;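 note: 0% = plate median of compound wells and 100% = 30 µM serotonin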
Target sequence (P35363 whole entry, looked up): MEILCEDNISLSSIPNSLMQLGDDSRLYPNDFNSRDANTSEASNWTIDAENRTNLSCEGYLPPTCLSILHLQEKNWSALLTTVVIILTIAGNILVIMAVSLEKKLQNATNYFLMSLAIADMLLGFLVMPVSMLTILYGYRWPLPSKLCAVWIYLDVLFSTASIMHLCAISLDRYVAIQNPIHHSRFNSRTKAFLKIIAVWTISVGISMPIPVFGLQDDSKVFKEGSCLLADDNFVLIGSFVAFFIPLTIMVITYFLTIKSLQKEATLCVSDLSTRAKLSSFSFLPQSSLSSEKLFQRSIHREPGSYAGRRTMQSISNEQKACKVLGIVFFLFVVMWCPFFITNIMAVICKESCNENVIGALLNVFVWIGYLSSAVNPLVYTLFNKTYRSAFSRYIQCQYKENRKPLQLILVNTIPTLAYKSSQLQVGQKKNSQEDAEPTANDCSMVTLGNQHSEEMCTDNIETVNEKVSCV
ABHD5-PLIN5 inh = blocks binding of human ABHD5 to perilipin-5 | actives 0.78% (n = 360,000) | inhibition, % at 4 µM | Q00G26+Q8WTS1 | Split G. princeps luciferase complementation, luminescence, 4 h;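 active = inhibition above the mean inhibition across every tested compound plus 3 SD, cut at about 22% in these data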;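 note: 0% = DMSO only wells and the 100% control is not disclosed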
Exocytosis inh = lytic granule exocytosis inhibition. AID 651702. actives 0.66% (n = 360,000). inhibition, % at 10 µM. TALL-104 LAMP-1 surface exposure, flow cytometry; cells stimulated with thapsigargin and PMA;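 active = inhibition above about 55%, limit read from the data; inconclusive = no clear call, values can overlap the other calls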
H9c2 protect = myocardial damage modulation in H9c2 cells | H9c2 cardiomyocytes, H2O2 injury protection, ATPLite, 2 h | protection from H2O2 cell death, % at 20 µM | actives 0.63% (n = 360,000);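 active = compounds giving at least 50% protection of heart cells from peroxide-induced death in the single-dose screen, raw or plate-pattern-corrected value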;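 note: 0% = DMSO wells with peroxide and 100% = DMSO wells without peroxide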
PDI turbidity = PDI (human) enzyme inhibition; AID 588391; P07237; actives 0.052% (n = 350,000); PDI insulin aggregation turbidity, A650, 90 min; inhibition, % at 10 µM;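 active = mean inhibition across replicates of 30% or more, whatever share of single replicates reach that level; inconclusive = mean inhibition below 30% while every single replicate reaches 30%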;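 note: absorbance from insulin aggregation driven by PDI reduction with DTT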
Target sequence (P07237 whole entry, looked up): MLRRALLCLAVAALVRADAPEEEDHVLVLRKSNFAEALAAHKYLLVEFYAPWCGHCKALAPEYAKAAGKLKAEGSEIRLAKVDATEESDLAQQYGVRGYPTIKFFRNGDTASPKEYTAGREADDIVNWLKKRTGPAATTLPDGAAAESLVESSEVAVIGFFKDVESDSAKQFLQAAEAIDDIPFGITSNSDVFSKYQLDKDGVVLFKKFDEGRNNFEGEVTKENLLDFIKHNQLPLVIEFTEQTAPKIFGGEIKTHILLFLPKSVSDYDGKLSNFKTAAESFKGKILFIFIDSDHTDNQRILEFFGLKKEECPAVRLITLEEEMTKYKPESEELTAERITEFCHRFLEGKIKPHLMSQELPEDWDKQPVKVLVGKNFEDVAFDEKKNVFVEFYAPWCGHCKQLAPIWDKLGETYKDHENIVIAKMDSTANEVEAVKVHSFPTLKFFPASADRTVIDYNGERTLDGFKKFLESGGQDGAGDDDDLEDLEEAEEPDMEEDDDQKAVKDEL
Glyco luc inh = N-linked glycosylation inhibition; actives 0.23% (n = 360,000); reporter increase, % at 12.5 µM; D54 ERlucT glycosylation luciferase reporter, 24 h; percent of 100 nM tunicamycin response;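 active = mean luciferase reporter signal, scaled so untreated is 0 and the glycosylation-blocking control 100, at or above a set limit in every replicate; inconclusive = mean reaches the limit but not every replicate does; inactive = mean below the limit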;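 note: luciferase carries N-glycosylation sites so blocking glycosylation raises the light; 0% = median of neutral control wells and 100% = median of 100 nM tunicamycin wells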
An asterisk follows results filed as active.

For COC(=O)CSc1ccc2c(N)c(C(=O)OC)sc2c1 the results were MC4R ag barr -2.6, CaV13 FRET inh -4, MC4R antag cAMP 12, ABCB6 inh 2 95, HTR2A ag -4, ABHD5-PLIN5 inh 0, Exocytosis inh 2, H9c2 protect 1, PDI turbidity -5 and Glyco luc inh 0.
For Cc1ccc(SCC(=O)N2CCC(C(N)=O)CC2)cc1 the results were MC4R ag barr 2.6, CaV13 FRET inh -7, MC4R antag cAMP 3, ABCB6 inh 2 96, HTR2A ag 4, ABHD5-PLIN5 inh 1, Exocytosis inh -1, H9c2 protect 4, PDI turbidity 2 and Glyco luc inh 1.
For CC(C)C(=O)Nc1nc(-c2ccc(S(=O)(=O)N3CCOCC3)cc2)cs1 the results were MC4R ag barr 0.2, CaV13 FRET inh -3, MC4R antag cAMP 10, ABCB6 inh 2 98, HTR2A ag 8, ABHD5-PLIN5 inh -1, Exocytosis inh -3, H9c2 protect 0, PDI turbidity -10 and Glyco luc inh -4.
`COc1cc(NC(=S)N2CCc3ccccc3C2)cc(OC)c1` gave MC4R ag barr -1.3, CaV13 FRET inh -5, MC4R antag cAMP 9, ABCB6 inh 2 92, HTR2A ag 5, ABHD5-PLIN5 inh 14, Exocytosis inh 1, H9c2 protect 0, PDI turbidity 7 and Glyco luc inh 2.
`O=C(Oc1ccc(-c2ccccc2)cc1)N1CCCCC1` gave MC4R ag barr -0.2, CaV13 FRET inh -3, MC4R antag cAMP -5, ABCB6 inh 2 102, HTR2A ag 0, ABHD5-PLIN5 inh -1, Exocytosis inh -2, H9c2 protect -26, PDI turbidity -6 and Glyco luc inh 0.
`CC(C)C[C@H](NC(=O)NCCc1ccc(Cl)cc1)C(=O)O` gave MC4R ag barr 0.9, MC4R antag cAMP -4, ABCB6 inh 2 104, HTR2A ag -4, ABHD5-PLIN5 inh -1, Exocytosis inh -2, H9c2 protect 25, PDI turbidity 0 and Glyco luc inh 0.
CCn1c(C)[n+](Cc2ccccc2)c2ccc(C(=O)OC)cc21 was read as MC4R ag barr 6.6, CaV13 FRET inh -10, MC4R antag cAMP 2, ABCB6 inh 2 95, HTR2A ag 7, ABHD5-PLIN5 inh 2, Exocytosis inh 5, H9c2 protect -4, PDI turbidity -6 and Glyco luc inh 1.
`CCCCN(C)S(=O)(=O)c1ccc(C(=O)Nc2nnc(-c3ccco3)o2)cc1` gave MC4R ag barr -0.3, CaV13 FRET inh -4, MC4R antag cAMP 1, ABCB6 inh 2 95, HTR2A ag 3, ABHD5-PLIN5 inh -6, Exocytosis inh 0, H9c2 protect 20, PDI turbidity -21 and Glyco luc inh 4.
`CC1(C)CC2(CC(c3ccccc3)Oc3cc(O)ccc32)NC(=S)N1` (configuration not stated) gave MC4R ag barr -2.5, CaV13 FRET inh 4, MC4R antag cAMP 15, ABCB6 inh 2 95, HTR2A ag -2, ABHD5-PLIN5 inh 6, Exocytosis inh -3, H9c2 protect -4, PDI turbidity 6 and Glyco luc inh -4.
Screening CN1CCN(CC(=O)N(C)c2nc(-c3ccccc3)cs2)CC1 returned MC4R ag barr 0.0, CaV13 FRET inh -5, MC4R antag cAMP 1, ABCB6 inh 2 98, HTR2A ag 0, ABHD5-PLIN5 inh 3, Exocytosis inh 1, H9c2 protect -12, PDI turbidity -2 and Glyco luc inh -7.
`COc1ccc(CC(=O)Nc2ccc(-c3cn4ccccc4n3)cc2)cc1` gave MC4R ag barr 0.2, CaV13 FRET inh -7, MC4R antag cAMP -3, ABCB6 inh 2 90, HTR2A ag -4, ABHD5-PLIN5 inh -1, Exocytosis inh -1, H9c2 protect -21, PDI turbidity -14 and Glyco luc inh -1.
Screening O=C(NCc1ccncc1)C(=O)NCC1OCCN1S(=O)(=O)c1ccccc1 (configuration not stated) returned MC4R ag barr -0.9, CaV13 FRET inh -6, MC4R antag cAMP 0, ABCB6 inh 2 99, HTR2A ag 0, ABHD5-PLIN5 inh 5, Exocytosis inh -1, H9c2 protect 1, PDI turbidity 2 and Glyco luc inh 1.
For COc1ccc(-c2noc3c2-c2nc(-c4ccccc4Cl)sc2CC3)cc1 the results were MC4R ag barr 0.9, CaV13 FRET inh -7, MC4R antag cAMP 0, ABCB6 inh 2 98, HTR2A ag 4, ABHD5-PLIN5 inh -10, Exocytosis inh 12, H9c2 protect -5, PDI turbidity -1 and Glyco luc inh 0.
For C/C(=N\NC(=O)C(O)c1ccccc1)c1cccnc1 (configuration not stated) the results were MC4R ag barr -3.0, MC4R antag cAMP 0, ABCB6 inh 2 108, HTR2A ag -5, ABHD5-PLIN5 inh -4, Exocytosis inh 1, H9c2 protect 6, PDI turbidity -6 and Glyco luc inh 1.
Cc1ccccc1-c1cc(C(=O)NCc2ccc3c(c2)OCO3)nn1CC1CC(c2cccc([N+](=O)[O-])c2)=NO1 (configuration not stated) was read as MC4R ag barr -2.4, CaV13 FRET inh -9, MC4R antag cAMP 9, ABCB6 inh 2 98, HTR2A ag 1, ABHD5-PLIN5 inh 16, Exocytosis inh -5, H9c2 protect 5, PDI turbidity -4 and Glyco luc inh -6.
Screening NC(=O)CCC(=O)N1CCCC(C(=O)c2ccc3c4c(cccc24)CC3)C1 (configuration not stated) returned MC4R ag barr -2.2, CaV13 FRET inh -18, MC4R antag cAMP 16, ABCB6 inh 2 100, HTR2A ag 2, ABHD5-PLIN5 inh -3, Exocytosis inh -4, H9c2 protect -2, PDI turbidity 7 and Glyco luc inh 0.
`N#Cc1ccccc1CSc1nnc(Cc2ccccc2)o1` gave MC4R ag barr -1.7, CaV13 FRET inh -5, MC4R antag cAMP -1, ABCB6 inh 2 109, HTR2A ag -2, ABHD5-PLIN5 inh -2, Exocytosis inh -2, H9c2 protect -3, PDI turbidity inconclusive and Glyco luc inh -1.
`CC1CCCCC1NC(=O)CCNS(=O)(=O)c1ccc2c(c1)CCC(=O)N2` (configuration not stated) gave MC4R ag barr -4.0, CaV13 FRET inh -14, MC4R antag cAMP 8, ABCB6 inh 2 93, HTR2A ag 5, ABHD5-PLIN5 inh -3, Exocytosis inh -2, H9c2 protect 2, PDI turbidity 4 and Glyco luc inh 0.
`Cc1cc(N2C(=O)C3C4C=CC(C4)C3C2=O)ccc1Br` (configuration not stated) gave MC4R ag barr -0.5, CaV13 FRET inh -4, MC4R antag cAMP 8, ABCB6 inh 2 97, HTR2A ag -4, ABHD5-PLIN5 inh -4, Exocytosis inh 2, H9c2 protect 1, PDI turbidity -6 and Glyco luc inh 1.
O=C(Nc1cccnc1)C1COc2ccccc2O1 (configuration not stated) was read as MC4R ag barr -0.6, CaV13 FRET inh -4, MC4R antag cAMP 2, ABCB6 inh 2 84, HTR2A ag -4, ABHD5-PLIN5 inh -4, Exocytosis inh -3, H9c2 protect -9, PDI turbidity -2 and Glyco luc inh 3.

The closing two records of the part before open the next one.
`Cc1cc(N2C(=O)C3C4C=CC(C4)C3C2=O)ccc1Br` (configuration not stated) gave MC4R ag barr -0.5, CaV13 FRET inh -4, MC4R antag cAMP 8, ABCB6 inh 2 97, HTR2A ag -4, ABHD5-PLIN5 inh -4, Exocytosis inh 2, H9c2 protect 1, PDI turbidity -6 and Glyco luc inh 1.
O=C(Nc1cccnc1)C1COc2ccccc2O1 (configuration not stated) was read as MC4R ag barr -0.6, CaV13 FRET inh -4, MC4R antag cAMP 2, ABCB6 inh 2 84, HTR2A ag -4, ABHD5-PLIN5 inh -4, Exocytosis inh -3, H9c2 protect -9, PDI turbidity -2 and Glyco luc inh 3.
CC1(C)C2CCC1(CS(=O)(=O)NC1CCCC1)C(=O)C2 (configuration not stated) was read as MC4R ag barr 1.2, CaV13 FRET inh -3, MC4R antag cAMP 10, ABCB6 inh 2 102, HTR2A ag -2, ABHD5-PLIN5 inh 0, Exocytosis inh 6, H9c2 protect -8, PDI turbidity 1 and Glyco luc inh 0.
`CC(=O)c1cccc(NC(=O)c2ccc(C)o2)c1` gave MC4R ag barr -4.6, CaV13 FRET inh -6, MC4R antag cAMP 14, ABCB6 inh 2 94, HTR2A ag 0, ABHD5-PLIN5 inh -3, Exocytosis inh 29, H9c2 protect 5, PDI turbidity 3 and Glyco luc inh 1.
`C/C(=N\NC(=O)c1c[nH]c2ccccc12)c1ccc(C)s1` gave MC4R ag barr -2.3, CaV13 FRET inh -6, MC4R antag cAMP 2, ABCB6 inh 2 101, HTR2A ag 4, ABHD5-PLIN5 inh 0, Exocytosis inh -10, H9c2 protect 2 and PDI turbidity 3.
For Cc1ccc(NC(=O)c2sc(Cl)nc2-c2ccccc2)cc1 the results were MC4R ag barr 2.2, CaV13 FRET inh -6, MC4R antag cAMP 13, ABCB6 inh 2 107, HTR2A ag 6, ABHD5-PLIN5 inh 3, Exocytosis inh -2, H9c2 protect -8, PDI turbidity 0 and Glyco luc inh -2.
Screening CN(C)S(=O)(=O)c1ccc(N2CCCC2)c(C(=O)Nc2ccc(Br)cc2F)c1 returned MC4R ag barr -2.0, CaV13 FRET inh -4, MC4R antag cAMP 9, ABCB6 inh 2 94, HTR2A ag 2, ABHD5-PLIN5 inh 11, Exocytosis inh -2, H9c2 protect -3, PDI turbidity 4 and Glyco luc inh -1.
`C=C(C)C(=O)Nc1cccc(C2=NOC3(C2)C[C@H](C(N)=O)N(C(=O)/C=C/C)C3)c1` (some centres not stated) gave MC4R ag barr -0.6, CaV13 FRET inh -2, MC4R antag cAMP -3, ABCB6 inh 2 100, HTR2A ag 1, ABHD5-PLIN5 inh 2, Exocytosis inh 19, H9c2 protect 5, PDI turbidity -2 and Glyco luc inh 0.
`Cc1ccccc1C(=O)NC(NC(=S)Nc1ccc(S(N)(=O)=O)cc1)C(Cl)(Cl)Cl` (configuration not stated) gave MC4R ag barr -1.0, CaV13 FRET inh -3, MC4R antag cAMP -6, ABCB6 inh 2 98, HTR2A ag -1, ABHD5-PLIN5 inh 16, Exocytosis inh 1, H9c2 protect 6, PDI turbidity 5 and Glyco luc inh 0.
Screening CC(=O)Nc1cccc(C(=O)/C=C/c2ccc[nH]2)c1 returned MC4R ag barr -3.7, CaV13 FRET inh -4, MC4R antag cAMP -11, ABCB6 inh 2 100, HTR2A ag 6, ABHD5-PLIN5 inh 6, Exocytosis inh -6, H9c2 protect 1, PDI turbidity -8 and Glyco luc inh 1.
`CC(C)CC(NS(=O)(=O)c1ccccc1)C(=O)O` (configuration not stated) gave MC4R ag barr -1.6, CaV13 FRET inh -4, MC4R antag cAMP 2, ABCB6 inh 2 105, HTR2A ag 0, ABHD5-PLIN5 inh -6, Exocytosis inh -2, H9c2 protect 0, PDI turbidity 0 and Glyco luc inh 1.
Screening CCc1noc(C)c1C(=O)Oc1ccc(N(C)S(=O)(=O)c2ccc(C)cc2)cc1 returned MC4R ag barr -2.4, MC4R antag cAMP 16, ABCB6 inh 2 94, HTR2A ag 1, ABHD5-PLIN5 inh 1, Exocytosis inh 3, H9c2 protect -17, PDI turbidity 2 and Glyco luc inh -8.
